AmpC no deterg = blocks E. coli AmpC beta-lactamase in detergent-free assay | AID 485341 | hit rate 0.52% among 330,000 | AmpC nitrocefin hydrolysis, absorbance 480 nm, 0.0001% Triton | Potency, µM (doses to about 57.1 µM), for the others: at the top dose activity change, negative = inhibition, usual class: inhibitors | P00811;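 note: potency is the fitted concentration of half-maximal effect; plate controls were no compound for no effect and no enzyme for full effect; nearly all actives have a fitted effect of over 20% in size; some results filed as inactive show a strong effect at the top dose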
Target sequence (P00811 whole entry, looked up): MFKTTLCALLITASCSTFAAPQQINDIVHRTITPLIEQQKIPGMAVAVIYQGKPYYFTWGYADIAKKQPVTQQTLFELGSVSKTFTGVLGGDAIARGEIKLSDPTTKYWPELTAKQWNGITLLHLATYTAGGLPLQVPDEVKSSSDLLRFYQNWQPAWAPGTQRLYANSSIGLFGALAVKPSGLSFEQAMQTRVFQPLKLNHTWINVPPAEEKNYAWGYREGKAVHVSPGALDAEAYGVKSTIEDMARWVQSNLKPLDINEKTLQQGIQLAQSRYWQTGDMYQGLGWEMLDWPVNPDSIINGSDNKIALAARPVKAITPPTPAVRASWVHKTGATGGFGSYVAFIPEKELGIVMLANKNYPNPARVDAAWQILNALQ
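AmpC (5.3 nM in the dispensed reagent) in 20 mM phosphate pH 7.0 with 0.01% (detergent screen) or 0.0001% Triton X-100 was preincubated with compounds for 15 min at room temperature. Nitrocefin was then added from an 800 uM solution, and hydrolysis was followed at 480 nm.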
Shiga toxin inh = blocks Shiga toxin action in Vero cells. Vero cells, Shiga toxin protein synthesis inhibition reporter. inhibition, % at 38.7 µM. hit rate 9.2% among 290,000; in the data active = inhibition mostly above about 28%, no sharp cut-off; inactive = mostly below about 43%; note: 0% is about no effect
CHX counter = affects cycloheximide protein synthesis inhibition readout, counter-screen; hit rate 12% among 300,000; cell reporter, cycloheximide protein synthesis inhibition counterscreen; AID 2314; max response, %; in the data active = max response mostly above about 13%, no sharp cut-off; inactive = mostly below about 14%; note: read at 38.3 µM for the half of the compounds with a filed dose; 0% is about no effect
LmPK inhibitor = inhibitors of Leishmania mexicana pyruvate kinase; Q27686; purified LmPK, Kinase-Glo ATP luminescence, 1 h; Potency, µM (series often up to 57.5 µM), inactives show at the highest dose activity change, negative = inhibition, most hits filed as inhibitors; hit rate 0.37% among 290,000; note: potency is the fitted concentration of half-maximal effect; % is set by controls: 0 for no effect and ±100 for the full control effect
Target sequence (Q27686 whole entry, looked up): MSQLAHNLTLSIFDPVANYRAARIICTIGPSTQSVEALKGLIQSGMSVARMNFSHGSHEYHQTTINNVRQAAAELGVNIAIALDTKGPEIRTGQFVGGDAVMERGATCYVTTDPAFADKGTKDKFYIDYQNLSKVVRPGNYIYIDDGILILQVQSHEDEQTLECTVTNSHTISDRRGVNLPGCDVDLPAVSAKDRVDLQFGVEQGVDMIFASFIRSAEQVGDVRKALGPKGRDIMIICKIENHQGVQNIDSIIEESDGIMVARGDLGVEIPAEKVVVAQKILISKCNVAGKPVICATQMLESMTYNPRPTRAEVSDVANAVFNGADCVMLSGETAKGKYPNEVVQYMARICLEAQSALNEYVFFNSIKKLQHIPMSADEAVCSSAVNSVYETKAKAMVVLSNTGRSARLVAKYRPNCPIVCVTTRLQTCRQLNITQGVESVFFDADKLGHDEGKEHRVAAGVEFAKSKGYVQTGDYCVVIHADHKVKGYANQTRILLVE
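qHTS format; LmPK 0.1 nM; substrates PEP 0.5 mM and ADP 0.1 mM. One-hour room-temperature incubation, then coupled luciferase luminescence; 0.5 nM enzyme wells mark activation.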
TbPYK inhibitor = blocks Trypanosoma brucei pyruvate kinase. TbPYK enzyme, Kinase-Glo Plus ATP luminescence, 45 min. Potency, µM (highest dose often 76.8 µM), inactives show top-dose activity, negative = inhibition, hits mostly inhibitors. hit rate 0.12% among 410,000. AID 624173; note: potency is the fitted concentration of half-maximal effect; % is set by controls: 0 for no effect and ±100 for the full control effect; nearly all actives have a fitted effect of over 50% in size
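In this concentration-response screen, enzyme-free wells defined baseline while DMSO plates tracked drift. Each reaction combined TbPYK, substrate, compound and 130 uM ADP for 45 min at room temperature. Kinase-Glo Plus luminescence gave the signal.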
Pf growth 96h = inhibits malaria parasite growth, 96 h | P. falciparum luciferase reporter growth, 96 h | Potency, µM (titrated, usually from 28.7 µM), for the others: at the top dose activity change, negative = inhibition, usual class: inhibitors | hit rate 6.9% among 320,000; note: potency is the fitted concentration of half-maximal effect; % is set by controls: 0 for no effect and ±100 for the full control effect
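Two-generation exposure (96 h) targets delayed-death phenotype. Reporter parasites carrying integrated firefly luciferase, in red cells at 2% hematocrit and 0.05% parasitemia final, kept at 37 C, 5% CO2; luminescence loss indicates inhibition.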
Pf growth 48h = inhibits P. falciparum growth in the first generation, 48 h; Potency, µM (doses to about 28.7 µM), for inactives: top-dose activity change, negative = inhibition, actives largely listed as inhibitors; hit rate 5.9% among 310,000; P. falciparum luciferase growth in erythrocytes, 48 h; note: potency is the fitted concentration of half-maximal effect; % is set by controls: 0 for no effect and ±100 for the full control effect
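Luminescence readout; reporter = integrated firefly luciferase in P. falciparum. RBC culture at 2% hematocrit, 0.1% parasitemia final, 37 C/5% CO2; decreased signal taken as growth inhibition.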
The depositor's hits bear a star; ? = inconclusive; nt = not tested or not shown; [ ] = remark or other dose. Unless noted, calls come from the whole dose curve; as a rule, active = well fitted curve in the direction sought with a large enough effect; inconclusive = small, poorly fitted or top-dose-only effect, or another doubt; inactive = no such curve, though single readings can be large; an effect the other way counts as inactive or inconclusive. No enrichment for hits; overall some 22% were active at least once.

cpd	Molecule	AmpC no deterg	Shiga toxin inh	CHX counter	LmPK inhibitor	TbPYK inhibitor	Pf growth 96h	Pf growth 48h
1	COc1cccc(C2C(C(=O)Nc3ccccc3)=C(C)N=c3s/c(=C/c4ccc(OCC(=O)O)cc4)c(=O)n32)c1 (stereo not given)	-1%	-13	-5	-1%	-7%	1.2µM*	7.4µM*
2	CC(=O)Nc1nnc(-c2ccc(Cl)s2)o1	1.6µM*	23	10	3%	1%	25%	15%
3	O=C1CCc2cc(S(=O)(=O)N3CCCC3C(=O)N3CCN(c4ccccc4)CC3)ccc2N1 (stereo not given)	-9%	22	1	0%	0%	3%	nt
4	COC(=O)c1ccccc1OCC(=O)N1CCN(c2ccc(F)cc2)CC1	18%	-13	-2	-2%	-1%	81%[activator]	-3%
5	CCCOc1cccc(C(=O)Nc2ccccc2C(=O)N2CCN(C)CC2)c1	-8%	1	-1	-4%	10%	-9%	30%[activator]
6	O=C(CSc1cccc(C(F)(F)F)c1)Nc1ccc(Cl)cc1Cl	-30%	-20	-2	-2%	11%	68%[activator]	42%[activator]
7	O=C(O)CCCCCNC(=O)CCn1cnc2ccccc2c1=O	-11%	20	-2	-5%	10%	-81%	42%[activator]
8	O=C(C1=C[C@H](c2ccc(Br)cc2)C[C@H](OCCCCO)O1)N1CCOCC1	72%[activator]	31	12*	7%	4%	0%	-2%
9	CC(=O)[C@]1(O)CCC2C3C=C(Cl)C4=CC(=O)C5CC5[C@@]4(C)C3CC[C@]21C (stereo not given in full)	nt	nt	nt	nt	4%	?	-6%
10	CCc1cc(C(=O)NC(C)C2CCCO2)cs1 (stereo not given)	-17%	62*	40*	-2%	-4%	-19%	54%[activator]
11	O=C(COC(=O)C1CCC(=O)N1)Nc1cc(Cl)ccc1Cl (stereo not given)	-18%	-10	-8	0%	3%	6%	11%
12	CCCCn1c(CN(C)Cc2ccccc2)nc2c1c(=O)n(C)c(=O)n2C	?	13	-4	4%	1%	-2%	13µM*
13	O=C(COC(=O)CN=C1NS(=O)(=O)c2ccccc21)Nc1ccccc1OC(F)F	-4%	-9	5	-2%	2%	8%	0%
14	CC1(O)N(Cc2ccccc2)C(=O)OC12CCCCC2 (stereo not given)	-14%	-8	10	1%	2%	64%[activator]	14%
15	COCCCN1C(=O)c2ccc(C(=O)NCc3ccco3)cc2C1=O	-11%	45	29*	-6%	-7%	9%	4%
16	COC(=O)c1ccc(-c2sc3nc(N4CCOCC4)c4c(c3c2N)CC(C)(C)OC4)o1	-4%	-1	-2	-11%	3%	nt	?
17	Cc1ccc2cc(CCNC(=O)C(C)C)c(=O)[nH]c2c1C	1%	13	3	-3%	5%	18%	25%
18	Cc1cccc(NC(=O)c2ccco2)c1C	-5%	5	-3	1%	2%	10µM*	4%
19	O=C(Cc1ccc(Br)cc1)Nc1ccccc1Sc1ccccc1	-21%	-2	3	1%	2%	0%	-5%
20	COc1ccc(CCNC(=O)C(=O)NCC2OCCN2S(=O)(=O)c2ccc3c(c2)OCCO3)cc1 (stereo not given)	22%	11	34*	-11%	-25%	?	7%
21	O=C(CNC(=O)c1cccs1)NCCN1CCC(Cc2ccccc2)CC1	24%	-5	6	0%	nt	?	4%
22	CC1(C)Cc2c(c(-c3ccco3)[nH]c(=O)c2C#N)CO1	-13%	2	-2	2%	-11%	24%	?
23	CCCN(C(=O)CSc1nc(C2CC2)n(-c2ccccc2)n1)C1CCS(=O)(=O)C1 (stereo not given)	45%	nt	nt	nt	-1%	-29%	-20%
24	OCC1OC(n2nnc3ccccc32)C(O)C(O)C1O (stereo not given)	-6%	-8	6	-1%	3%	?	nt
25	O=C(NCC1CCCO1)c1ccc2c(=O)n(CC3CCCO3)c(=S)[nH]c2c1 (stereo not given)	-18%	-24	-6	0%	-11%	?	9%
26	Cc1ccc(C2CC(=O)C(C=NCCN3CCN(C(=O)Cc4ccccc4)CC3)=C(O)C2)cc1 (stereo not given)	122%[activator]	-15	-2	3%	3%	-3%	19%
27	COc1cc(NC(=O)c2ccccc2)c(C)cc1NC(=O)CC(CC(=O)O)c1ccccc1 (stereo not given)	-13%	-6	-4	2%	-3%	31%[activator]	76%[activator]
28	COc1ccc(NC(=O)O/N=C/c2ccc(Br)cc2)cc1	-26%	37	15	10%	-2%	205%[activator]	25%
29	Cc1[nH]c2ccccc2c1C(=O)COC(=O)c1ccc([N+](=O)[O-])s1	-13%	-13	-5	4%	-2%	?	?
30	C#Cc1ccc(CN2CCN(CCc3ccccc3)C(CCO)C2)cc1 (stereo not given)	2%	nt	-2	1%	2%	-17%	?
31	Cc1cccc(OC(=O)Cn2c(C(F)(F)F)nc3ccccc32)c1	-11%	-8	3	2%	-4%	114%[activator]	15%
32	CC1CN(C(=O)c2ccc(COCC(F)(F)F)o2)CC(C)O1 (stereo not given)	?	10	-1	4%	-5%	29%	-15%

Full records as entered above. Order of screens: AmpC no deterg | Shiga toxin inh | CHX counter | LmPK inhibitor | TbPYK inhibitor | Pf growth 96h | Pf growth 48h
Shown for C#Cc1ccc(CN2CCN(CCc3ccccc3)C(CCO)C2)cc1 (stereo not given) = 2% | nt | -2 | 1% | 2% | -17% | ?
Shown for O=C(NCC1CCCO1)c1ccc2c(=O)n(CC3CCCO3)c(=S)[nH]c2c1 (stereo not given) = -18% | -24 | -6 | 0% | -11% | ? | 9%
Shown for Cc1ccc(C2CC(=O)C(C=NCCN3CCN(C(=O)Cc4ccccc4)CC3)=C(O)C2)cc1 (stereo not given) = 122%[activator] | -15 | -2 | 3% | 3% | -3% | 19%

The results go on:
cpd	Molecule	AmpC no deterg	Shiga toxin inh	CHX counter	LmPK inhibitor	TbPYK inhibitor	Pf growth 96h	Pf growth 48h
33	CCOc1ccc(N2CC(C(=O)Nc3ccc(S(=O)(=O)Nc4nccs4)cc3)CC2=O)cc1 (stereo not given)	-35%	-6	-13	-2%	-4%	8%	-7%
34	Cc1ccc(NC(=O)CSc2nnc(CNC(=O)c3cccs3)o2)c(C)c1	-13%	-2	-2	4%	-2%	8%	10%
35	CCCN(CCC)CCCNC(=O)c1cc2c(=O)n(C)c3ccccc3c2n1C	155%[activator]	10	-1	-3%	1%	?	nt
36	CS(=O)(=O)c1nc(-c2ccc(Br)cc2)n[nH]1	-22%	74	-1	3%	4%	39%	-3%
37	CCOC(=O)c1c[nH][nH]c1=O	-14%	-5	-3	-4%	4%	26%	-8%
38	CCCc1nc(SCC(=O)Nc2nnc(SCC)s2)c2c(=O)n(C)c(=O)n(C)c2n1	-5%	-3	-1	-1%	-1%	39%[activator]	43%[activator]
39	Cc1c(N)cccc1N	32%	nt	nt	nt	4%	?	26%
40	CC(=O)c1c(C)nc(-c2ccc(OCC(=O)Nc3ccc(F)cc3)cc2)n1O	-37%	-5	-2	-7%	-10%	9%	9%
41	Cc1cccc(C(=O)NNC(=O)C23CC4CC(CC(C4)C2)C3)c1O	?	82	14*	-5%	2%	-14%	9%
42	C/C(CC(=O)C(F)(F)F)=N\NC(=O)/C(C#N)=C/N(C)C	-20%	-7	-5	0%	-1%	3%	32%
43	C=CCn1c(SCC#N)nc2c(c1=O)C(C)(C)Cc1ccccc1-2	-8%	-1	0	0%	-5%	?	?
44	Cc1cc(C)cc(N(CC(=O)NC2CCCC2)C(=O)CCC(=O)Nc2cc(C)on2)c1	69%[activator]	-4	-4	1%	-7%	-14%	-39%
45	O=C1CC(Cc2ccc(Cl)cc2)C(=O)N1c1ccccn1 (stereo not given)	-32%	-10	-2	-2%	-2%	0%	6%
46	O=C(COC(=O)/C=C/c1ccc(C(F)(F)F)cc1)NCCC1=CCCCC1	-4%	2	-2	5%	3%	19%	13%
47	CC(=O)N1CCN(C2=NC(=O)/C(=C/c3ccc(OS(=O)(=O)c4ccccc4)cc3)S2)CC1	95%[activator]	-5	-4	8%	10%	?	?
48	O=S(=O)(c1ccc2c(c1)OCCO2)N1CCCN(S(=O)(=O)c2c(F)cccc2F)CC1	-5%	25	7	nt	2%	?	-8%
49	Cc1cccc(C(=O)Nc2cc(C)ccc2NC(=O)COc2ccccc2)c1	-5%	1	-5	4%	-9%	11%	0%
50	COc1ccc(C(CNC(=O)c2ccc3c(c2)CCC3)N(C)C)cc1 (stereo not given)	23%	11	-1	3%	2%	8%	-1%
51	CCCC1OC23CCCCC2C(C#N)(C(=N)O3)C1(C#N)C#N (stereo not given)	-22%	-4	-3	-1%	0%	0%	14%
52	Cn1c(=O)[nH]c(=O)c2c1nc(SCCN1CCCCC1)n2CCCc1ccccc1	-15%	-2	-2	0%	?	-16%	-23%
53	O=C(Nc1ccccn1)C1CCN(C(=O)Nc2ccccc2)CC1	-5%	nt	nt	nt	3%	5%	11%
54	O=C1C=C(c2ccnc3cc(Cl)ccc23)C[C@@H](c2ccc3c(c2)OCO3)C1	29%	nt	nt	nt	2%	?	7.4µM*
55	CN(C)C(=O)N1CCC(C(=O)N2CCCC(C(=O)c3cccc4ccccc34)C2)CC1 (stereo not given)	146%[activator]	8	6	4%	3%	?	?
56	CC1CCCCN1C(=O)c1ccc(S(=O)(=O)N2CCCCC2C)cc1 (stereo not given)	24%	-23	-6	0%	1%	11%	-20%
57	COc1ccc(CCN2C(=O)CC(NNC(=O)c3cccc(O)c3)C2=O)cc1 (stereo not given)	-12%	15	8	0%	-2%	2%	0%
58	CCn1c2ccccc2c2cc(NC(=O)COC(=O)c3ccccc3Br)ccc21	-41%	-4	1	-2%	-21%	33%[activator]	17%
59	CCOC(=O)c1cnn(-c2cc(Oc3ccccc3)ncn2)c1N	-1%	-3	-1	0%	-10%	0%	86%[activator]
60	O=C(CN(Cc1cccs1)C(=O)CNS(=O)(=O)c1ccc(Cl)cc1)NCC1CCCO1 (stereo not given)	29%	-3	1	4%	3%	55%[activator]	-10%
61	Nc1nnc(-c2cccc([N+](=O)[O-])c2)s1	-9%	-9	8	0%	3%	?	2%
62	COc1ccc(S(=O)(=O)N2CCC(C(=O)N[C@H](C(=O)NCc3ccncc3)C(C)C)CC2)cc1	-3%	2	-2	5%	1%	?	?
63	O=C(Nc1ccc2nc(N3CCOCC3)sc2c1)c1ccc(F)cc1	-10%	nt	nt	nt	1%	?	-28%
64	CC(=O)NCCc1nc2cc(NS(=O)(=O)c3ccccc3)ccc2n1C	-9%	-3	-1	1%	8%	12%	1%

Compound activity from PubChem BioAssay.
